Bioassay records from PubChem.
SUMO1-SIM PPI = modulators of SUMO1 protein-protein interactions, primary screen, biochemical, uHTS; inhibition, % at 20 µM; 360,000 compounds, 0.33% hits; SUMO1 binding to a labelled peptide, TR-FRET, 1 h; in the data active = inhibition above about 37%
Target sequence (P63165 whole entry, looked up): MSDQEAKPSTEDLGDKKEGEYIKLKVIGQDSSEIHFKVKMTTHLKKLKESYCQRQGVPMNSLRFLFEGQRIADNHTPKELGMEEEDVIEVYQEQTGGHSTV
SKN-1 block = suppressors of acrylamide-induced Pgst-4::GFP reporter in worms, primary screen, SKN-1 inhibitor project, whole organism, uHTS, GFP/RFP fluorescence ratio, strain VP596. C. elegans VP596 Pgst-4::GFP/RFP ratio, 24 h. inhibition, % at 21.8 µM. 360,000 compounds, 0.49% hits. AID 624304, 2012;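 active = interference check ratio from 0.5 to 1.5 plus GFP to RFP signal ratio inhibition reaching or exceeding a fixed threshold, cut at about 30% in these data, passing the limit was not always enough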; also: some compounds called inactive have numbers as strong as hits
NadD inh = inhibitors of S. aureus NadD, primary screen, biochemical, colorimetric, uHTS; Nicotinate-nucleotide adenylyltransferase NadD (Staphylococcus aureus N315); inhibition, % at 20 µM; 360,000 compounds, 0.78% hits; AID 602399, 2012; purified NadD enzyme, colorimetric absorbance read-out; in the data active = inhibition above about 26%; also: some compounds past the cut are filed as inactive
DNMT1 inh = human DNMT1 methyltransferase inhibitors, primary screen, biochemical, molecular beacon, fluorescence, HinP1I cleavage, uHTS; DNA (cytosine-5)-methyltransferase 1 (Homo sapiens), P26358; inhibition (reported as % activation of signal), % at 10 µM; 360,000 compounds, 0.83% hits; in the data active = inhibition above about 50%
Neddyl block = inhibitors of cullin neddylation, primary screen, biochemical, TR-FRET, uHTS, NAE and Ubc12; 360,000 compounds, 0.58% hits; calls only at 25 µM; NEDD8-conjugating enzyme Ubc12 (Homo sapiens) + NEDD8-activating enzyme E1 regulatory …; in the data active = inhibition above about 36%
Target sequence (P61081 whole entry, looked up): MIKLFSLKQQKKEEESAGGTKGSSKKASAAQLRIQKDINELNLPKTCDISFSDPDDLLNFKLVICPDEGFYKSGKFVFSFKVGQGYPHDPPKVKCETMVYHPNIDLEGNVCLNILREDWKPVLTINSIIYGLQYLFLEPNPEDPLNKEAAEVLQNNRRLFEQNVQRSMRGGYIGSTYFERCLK
Target sequence (Q13564 whole entry, looked up): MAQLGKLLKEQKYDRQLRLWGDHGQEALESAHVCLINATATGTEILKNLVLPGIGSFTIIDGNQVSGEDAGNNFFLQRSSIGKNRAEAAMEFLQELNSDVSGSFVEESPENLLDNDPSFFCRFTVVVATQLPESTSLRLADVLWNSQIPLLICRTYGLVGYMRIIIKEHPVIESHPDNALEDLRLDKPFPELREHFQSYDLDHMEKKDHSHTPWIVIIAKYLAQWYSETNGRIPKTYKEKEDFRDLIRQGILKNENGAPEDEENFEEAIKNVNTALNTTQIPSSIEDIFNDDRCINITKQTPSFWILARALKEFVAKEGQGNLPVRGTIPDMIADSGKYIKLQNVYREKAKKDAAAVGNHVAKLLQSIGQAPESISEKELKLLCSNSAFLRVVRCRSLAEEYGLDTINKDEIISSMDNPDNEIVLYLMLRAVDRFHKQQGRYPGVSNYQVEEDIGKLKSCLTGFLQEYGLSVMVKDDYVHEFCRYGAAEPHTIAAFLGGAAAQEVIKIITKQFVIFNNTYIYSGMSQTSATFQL
Scp1 inh = Scp-1 phosphatase inhibitors, primary screen, biochemical, colorimetric, uHTS. Carboxy-terminal domain RNA polymerase II polypeptide A small phosphatase 1 (Homo …. Recombinant Scp1, phosphopeptide, malachite green phosphate absorbance. inhibition, % at 20 µM. 340,000 compounds, 0.88% hits. AID 493091, 2011;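 active = inhibition above about 50% at 20 µM, limit read from the data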;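 also: plate controls were DMSO wells with enzyme for no effect and wells lacking enzyme for full effect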
Target sequence (Q9GZU7 76-261 limits assumed): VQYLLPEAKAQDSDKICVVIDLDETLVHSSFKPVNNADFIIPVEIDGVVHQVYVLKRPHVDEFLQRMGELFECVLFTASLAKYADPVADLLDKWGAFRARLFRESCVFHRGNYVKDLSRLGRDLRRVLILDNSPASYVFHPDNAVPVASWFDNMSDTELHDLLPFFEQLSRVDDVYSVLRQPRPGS
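Test system – truncated SCP-1 phosphatase (76-261aa) · Reagent – Phosphorylated 17-residue peptide substrate · Incubation – 45 min room-temperature reaction, 5 min colour, 30 min stabiliser · Detection – colorimetric phosphate reagent with accelerator and stabiliser, absorbance at 630 nm · Measure – % inhibition at 20 µM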
STEP inh = STEP phosphatase inhibitors, primary screen, biochemical, fluorescence intensity, uHTS; Tyrosine-protein phosphatase non-receptor type 5 (Homo sapiens), P54829; recombinant STEP, OMFP fluorogenic substrate; inhibition, % at 20 µM; 360,000 compounds, 0.25% hits;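 active = inhibition at 20 µM, scaled per plate between control wells, above about 37%, limit read from the data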;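 also: 0% = DMSO with enzyme and substrate and 100% = substrate only without enzyme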
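System: STEP (striatal-enriched tyrosine phosphatase) enzyme, cell-free; medium: Bis-Tris pH 6.0 buffer with DTT, detergent; dosing: 20 µM, 1% DMSO; times: reaction 20 min, ambient temperature; detection: fluorescence, 480/540 nm; read-out basis: normalized % inhibition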
TbMetRS inhib = T. brucei MetRS inhibitors, primary screen, biochemical, luminescence; methionyl-tRNA synthetase (Trypanosoma brucei brucei); purified T. brucei MetRS, ATP depletion, Kinase-Glo luminescence; inhibition, % at 11.9 µM; 360,000 compounds, 0.4% hits; AID 624268, 2012;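 active = inhibition above a per-plate cutoff of the control wells' mean inhibition plus 3 SD, cut at about 5.5% in these data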;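 also: 0% = DMSO wells median and 100% = median of wells with control inhibitor compound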
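Test system – parasite MetRS enzyme · Reagent – substrates ATP, L-methionine and bulk Escherichia coli tRNA · Doses – 11.9 µM compound single dose, 0.9% DMSO · Times – 15 min enzyme-compound preincubation, 2 h reaction, 10 min detection, 25 °C · Signal – Kinase-Glo luminescence, ATP depletion format · Controls – DMSO-only wells as low control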
LMPTP inh = LMPTP phosphatase inhibitors, primary screen, biochemical, fluorescence intensity, uHTS. 360,000 compounds, 0.22% hits. Low molecular weight phosphotyrosine protein phosphatase (Homo sapiens), P24666. recombinant LMPTP-A, OMFP fluorogenic substrate. AID 651560, 2012. inhibition, % at 20 µM;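 active = compounds that cut the enzyme signal by at least half of the control window in the single-dose screen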;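 also: plate controls were DMSO wells with enzyme plus substrate for no effect and substrate without enzyme for full effect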
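Test system – LMPTP-A enzyme · Amount – LMPTP-A at 0.625 nM final in the reaction · Buffer or medium – Bis-Tris pH 6.0, DTT, detergent · Reagent – OMFP 400 µM · Doses – single 20 µM dose · Schedule – reaction 50 min, room temperature, dark · Detection – fluorescence intensity of OMFP turnover product · Evaluation – percent inhibition versus substrate-only and uninhibited controls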
NRP1-CendR mod = modulators of CendR peptide binding to NRP-1, primary screen, biochemical, fluorescence polarization, uHTS. Neuropilin-1 (Homo sapiens), O14786. FAM-RPARPAR peptide binding to NRP-1. inhibition, % at 25 µM. 360,000 compounds, 0.85% hits. AID 602438, 2012;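 active = inhibition or corrected inhibition above about 18%, plus a signal ratio from 0.5 to 1.5, limit read from the data, passing the limit was not always enough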; also: strong numbers were not always called active
Active calls of the source: *; i = inactive; . = no result given; & = joins results of further samples. The list is partial, so the mix of outcomes need not match the whole.

SMILES	SUMO1-SIM PPI	SKN-1 block	NadD inh	DNMT1 inh	Neddyl block	Scp1 inh	STEP inh	TbMetRS inhib	LMPTP inh	NRP1-CendR mod
O=C(O)C1C2CCC(O2)C1C(=O)Nc1cccc(Br)c1 (configuration not stated)	1	-5	1	79*	i	-9	0	-1.2	-0.2	4
CN1CCC(c2c[nH]c3ccccc23)C1 (configuration not stated)	-4	5	-8	-4	i	-4	-1	-1.2	-0.4	-3
COc1ccc(Cn2c(O)c(/C=N/NC(=O)c3ccccc3O)c(=O)[nH]c2=O)cc1	5	-3	4	-4	i	-7	0	0.5	1.8	-25
O=C(CCC(=O)N1C[C@H]2C[C@@H](C1)c1cccc(=O)n1C2)NCc1ccccc1	2	8	1	-2	i	1	-1	-0.6	-1.2	5
CC/C(=N\NC(=O)c1ccccc1)c1c(O)n(C2CCCCC2)c(=O)[nH]c1=O	7	-2	6	-2	i	-11	-3	-0.3	-1.5	-8
O=C(NC1CCCCC1)N1Cc2cc(N3CCOCC3)ccc2-n2nncc2C1	1	5	1	2	i	.	-2	-1.5	-0.3	10
O=C(Nc1ccc(F)cc1)N1Cc2ccccc2-n2nncc2C1	-3	15	5	1	i	.	0	-1.1	-0.5	1
O=[N+]([O-])O[C@H]1CO[C@H]2[C@@H]1OC[C@H]2O[N+](=O)[O-]	-3	5	1	3	i	-9	0	-0.1	-1.9	2
Nc1c(C(=O)NCc2ccco2)c2nc3ccccc3nc2n1Cc1ccc(F)cc1	40*	-12	10	21	.	-4	-12	0.3	8.4	-21
NC(=S)c1cn(C2OC(CO)C(O)C2O)c2ncnc(N)c12 (configuration not stated)	-2	-15	1	1	i	-4	10	5.2	-4.6	0
Nc1ccc(N=Nc2ccccc2)cc1	-8	-1	-6	-5	i	-1	-3	-0.5	2.6	-19
ClCCOCOCCCl	2	1	10	-2	i	-6	1	0.4	-0.8	1
Cn1c(O)c(C=NCCN2CCOCC2)c(=O)[nH]c1=S	-5	9	-9	-4	i	-6	0	-0.2	-2.0	8
COc1ccc(C(=O)CN2CCOCC2)cc1F	-1	8	-4	2	i	4	-4	-0.2	0.5	3
CCOc1ccc(N2C(=O)NC(=O)/C(=C\c3ccc(N4CCCCC4)o3)C2=O)cc1	-72	11	4	11	i	-14	2	-0.2	14	-26
CC(C)n1c(O)c(C=NCc2ccccc2)c(=O)[nH]c1=S	20	-3	-10	-4	i	-5	1	-0.1	0.1	-2
Cn1nnc(CC[N+](C)(C)C)n1	0	-2	-3	-2	i	0	-2	-0.3	-2.4	-3
CC1CCN2c3nc4ccccn4c(=O)c3CC3(C(=O)N(C)C(=O)N(C)C3=O)C2C1 (configuration not stated)	0	3	-2	5	i	-3	0	-0.3	-0.9	-7
CCOc1cc2c(cc1OCC)-n1cccc1C(c1ccccc1O)NC2 (configuration not stated)	1	-3	-5	-3	i	-3	-1	-1.1	-0.1	10
Cc1cccnc1-n1c(-c2ccco2)nc2ccccc2c1=O	-1	-17	3	-1	i	-4	-6	-1.4	-1.3	1
Cc1ccc(-c2ccc(=O)n(CCC(=O)N3CCC4(CC3)OCCO4)n2)cc1	-13	0	2	0	i	2	-1	-0.3	0.1	6
COC(=O)C1=CO[C@H](C)[C@H]2CN3CC[C@@]4(C(=O)Nc5ccccc54)[C@@H]3C[C@H]12	-1	6	7	2	i	4	-2	1.1	0.4	4
CCOC(=O)C1=C(N)OC2=C(C(=O)CCC2)C12C(=O)N(C)c1ccccc12 (configuration not stated)	0	-5	-4	3	i	-1	3	0.1	-2.2	-2
ClCC(Br)CBr (configuration not stated)	-4	2	5	1	i	3	-1	0.1	0.3	-7
NNC(N)=O	1	10	4	-2	i	-9	0	-0.5	-0.6	-11
COc1ccc(-n2nnnc2C(c2cccc(OC)c2OC)N2CCC(n3c(=O)[nH]c4ccccc43)CC2)cc1 (configuration not stated)	4	-3	10	-18	i	.	2	-0.6	5.0	5
Clc1ccccc1N1CCN(Cc2ccc3c(c2)OCO3)CC1	6	-5	-3	5	i	-5	-2	0.2	-0.3	4
CC12CCC(=O)C=C1CC(N1CC1)C1C2CCC2(C)C(O)CCC12 (configuration not stated)	-7	14	2	-2	i	5	-5	-0.3	-2.5	14
COc1cc(N2C(=O)CC(=O)NC2=O)cc(OC)c1OC	1	-12	-5	43	i	-10	-2	-1.0	-1.2	3
ClC1C(Cl)C(Cl)C(Cl)C(Cl)C1Cl (configuration not stated)	-1&2	17&6	-1&-3	1&0	i	-9&-4	-2&0	-1.1&-0.1	0.6&-0.4	11&-5
COc1cc2c(cc1OC)CN(c1ccc([N+](=O)[O-])c(C(F)(F)F)c1)CC2	-14	-8	-9	-4	i	-7	4	-0.7	4.1	-5
Cc1ccc([N+](=O)[O-])cc1	-4	-8	0	-1	i	-9	-1	-0.9	0.9	-5
COC(=O)N(c1ccccc1)P(=O)(Oc1ccccc1)Oc1ccccc1	4	3	-4	-1	i	-12	-1	-0.1	1.0	9
O=C(/C=C/c1ccccc1)NC(=S)N1C[C@H]2C[C@H](C1)c1cccc(=O)n1C2	1	4	-1	-3	i	1	-2	0.1	-1.6	-23
COc1ccccc1NP1(=O)OCC(C)([N+](=O)[O-])CO1 (configuration not stated)	-1	6	-2	1	i	2	-2	-0.4	-1.3	16
O=C1NC(=S)N(c2ccccc2)C(=O)/C1=C/c1ccco1	54*	23	5	93*	i	93*	40	-0.6	6.8	-111
O=C(N/N=C/C1C(=O)NC(=S)N(c2ccccc2)C1=O)c1cc(Br)c(O)c(Br)c1 (configuration not stated)	6	1	1	4	i	-6	4	0.2	-0.1	-85
Cc1ccc(NC(=O)c2ncn(CCCNCCN3CCOCC3)n2)cc1C	3	-16	-2	-3	i	12	-3	0.8	-2.0	6
COc1ccc2nc3c(C)n(C)ccc-3c2c1	-20	-7	-2	-12	.	-10	-2	-0.1	4.1	-11
CCC(CO)NC(=O)C1C=C2c3cccc4[nH]cc(c34)CC2N(C)C1 (configuration not stated)	-32	21	13	-18	.	-12	0	0.3	0.8	49*
c1ccc(CN2CCN(Cc3ccc4ccccc4c3)CC2)cc1	-2	11	-7	1	i	-12	2	1.5	-2.1	2
O=c1[nH]c(=S)n(C2CCCCC2)c(O)c1/C=N/N1CCOCC1	2	-5	-2	0	i	-15	0	-1.0	0.6	-3
CCOP(=O)(OCC)C(Cc1ccccc1)NC(C)=O (configuration not stated)	3	-11	-1	-2	i	-8	-2	-1.0	-1.9	1
O=[N+]([O-])c1cccc2c([As](=O)(O)O)cccc12	-21	5	-4	1	i	-2	-7	-1.9	-1.1	7
CCOC(=O)C1CCN(C(C)C(=O)c2c[nH]c3ccccc23)CC1 (configuration not stated)	5	-15	-5	-2	i	-4	2	0.4	0.5	-9
COc1ccccc1N1C(=O)NC(=O)C(CCc2ccncc2)(CCc2ccncc2)C1=O	0	2	-2	3	i	-4	-2	-0.5	-0.8	0
CCCCn1c(O)c(C(C)=NCc2cc(OC)cc(OC)c2)c(=O)[nH]c1=O	3	18	-4	2	i	-11	2	0.0	0.1	-12
Cc1ccc2c(c1)CC1(CN2C)C(=O)NC(=O)N(c2cccc(C)c2C)C1=O (configuration not stated)	3	-12	-4	-6	i	-7	5	-0.3	-0.4	-11
Clc1cc(I)cc(Cl)c1NC1=NCCN1	4	9	2	-4	i	-9	2	-0.8	-2.8	3
O=C1CC(=O)N(Cc2ccccc2)C(=O)N1Cc1ccccc1	1	20	-1	8	i	2	0	-0.3	1.1	-122
COc1ccc(CCNCc2cccn2C)cc1	-5	-5	-5	-6	i	-2	-2	0.1	0.2	3
COC(=O)C1=C(c2ccc(OCc3ccccc3)cc2)C[C@@H]2CC[C@H]1N2C(=O)NCc1ccc(C(C)(C)C)cc1	4	6	8	-5	i	.	2	-0.7	7.6	-4
Oc1ccc2c3c1O[C@H]1c4oc5ccccc5c4C[C@@]4(O)[C@@H](C2)N(CC2CC2)CC[C@]314	1	-5	-3	-2	i	-14	-2	-1.1	-0.7	3
CCOC(=O)C1=C(N)OC2=C(C(=O)CCC2)C12C(=O)Nc1ccccc12 (configuration not stated)	-6	3	-2	0	i	4	2	-1.4	-0.7	3
Cc1ccc(-n2c(C)nc3cc(Cl)ccc3c2=O)nc1	2	-10	-4	3	i	4	-2	-0.3	-2.1	11
Cc1cccc(N/N=C/c2c(O)[nH]c(=S)[nH]c2=O)c1	26	7	3	-4	i	-6	1	-0.2	-0.5	2
CC=C(C)C1(CCC)C(=O)NC(=S)NC1=O	4	3	2	0	i	2	-2	-0.3	-0.7	4
O=C(c1cccnc1)C1CCCN(Cc2nc(-c3cnccn3)no2)C1 (configuration not stated)	-9	-7	-2	0	i	-3	4	0.4	-2.5	-13
COc1ccccc1N1CCN(Cc2c(F)cccc2F)CC1	-3	8	-3	-2	i	-1	-1	-1.1	-1.8	2
O=C(c1cc2cc(Cl)ccc2[nH]1)N1CCC2(CC1)OCCO2	1	6	0	-7	i	0	-1	-0.5	-1.6	-3
CCCOC(=O)COc1cc(C)cc2oc(=O)c3c(c12)CCC3	-12	8	-2	-2	i	-1	2	0.2	15	11
COC(=O)C1=C(c2ccc(S(C)(=O)=O)cc2)C[C@@H]2CC[C@H]1N2C(=O)NC1CCCCC1	1	2	-2	0	i	-11	-1	-0.2	-0.2	15

Record cards, as listed above. Screens in order: SUMO1-SIM PPI, SKN-1 block, NadD inh, DNMT1 inh, Neddyl block, Scp1 inh, STEP inh, TbMetRS inhib, LMPTP inh, NRP1-CendR mod
Oc1ccc2c3c1O[C@H]1c4oc5ccccc5c4C[C@@]4(O)[C@@H](C2)N(CC2CC2)CC[C@]314 as listed: 1, -5, -3, -2, i, -14, -2, -1.1, -0.7, 3
O=C1CC(=O)N(Cc2ccccc2)C(=O)N1Cc1ccccc1 as listed: 1, 20, -1, 8, i, 2, 0, -0.3, 1.1, -122
